# Screens (PubChem BioAssay)
# EPAC1 agonist – qHTS for Agonist of cAMP-regulated guanine nucleotide exchange factor 3 (EPAC1): primary screen; Rap guanine nucleotide exchange factor 3 (Homo sapiens), O95398; EPAC1 agonist qHTS, biochemical assay; response scale: 100% = response to 6.5 mM cAMP; Potency, µM (doses to about 154 µM), without a hit: top-dose activation, most hits filed as activators; 360,000 tested, 0.073% active; also: potency is read from the fitted curve at half-maximal effect; nearly all actives have a fitted effect of over 60% in size
# Target sequence (O95398 whole entry, looked up): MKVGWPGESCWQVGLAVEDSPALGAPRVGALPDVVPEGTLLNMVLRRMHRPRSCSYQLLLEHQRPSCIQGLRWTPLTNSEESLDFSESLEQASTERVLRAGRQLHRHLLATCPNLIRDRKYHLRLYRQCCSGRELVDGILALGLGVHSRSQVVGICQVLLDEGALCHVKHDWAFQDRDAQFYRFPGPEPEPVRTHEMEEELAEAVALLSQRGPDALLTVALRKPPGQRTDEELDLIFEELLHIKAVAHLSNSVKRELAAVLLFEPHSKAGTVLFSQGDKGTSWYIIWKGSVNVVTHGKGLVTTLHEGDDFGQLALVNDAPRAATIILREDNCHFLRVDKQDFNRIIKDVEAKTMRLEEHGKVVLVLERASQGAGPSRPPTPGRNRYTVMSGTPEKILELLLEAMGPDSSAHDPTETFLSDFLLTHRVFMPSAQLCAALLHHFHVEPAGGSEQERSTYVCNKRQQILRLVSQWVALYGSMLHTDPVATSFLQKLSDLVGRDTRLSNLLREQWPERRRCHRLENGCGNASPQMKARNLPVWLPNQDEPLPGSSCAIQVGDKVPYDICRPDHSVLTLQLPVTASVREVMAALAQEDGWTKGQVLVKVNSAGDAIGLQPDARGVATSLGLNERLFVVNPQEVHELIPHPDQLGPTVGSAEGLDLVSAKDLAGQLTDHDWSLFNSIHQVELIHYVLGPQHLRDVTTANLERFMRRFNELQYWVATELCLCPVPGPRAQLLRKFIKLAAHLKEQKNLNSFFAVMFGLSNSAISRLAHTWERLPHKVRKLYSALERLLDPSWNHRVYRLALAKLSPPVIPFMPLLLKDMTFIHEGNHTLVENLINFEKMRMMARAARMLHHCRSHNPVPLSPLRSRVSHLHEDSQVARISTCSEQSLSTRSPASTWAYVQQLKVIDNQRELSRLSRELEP
#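 EPAC1 100 nM, Rap1B–BODIPY-GDP 250 nM, unlabeled GDP 50 uM; compound titration; 5 min RT; kinetic read ex480/em540 at 5-min intervals ×30 min; data normalized to 6.5 mM cAMP agonist control.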
# PLK1 PBD inh – qHTS for Inhibitors of PLK1-PDB (polo-like kinase 1 - polo-box domain): Primary Screen | Plk1 PBD binding of FITC phosphopeptide, fluorescence polarization | Potency, µM, inactives show max response, negative = inhibition, most hits filed as inhibitors | Serine/threonine-protein kinase PLK1 (Homo sapiens), P53350 | 360,000 tested, 2.8% active; also: potency is read from the fitted curve at half-maximal effect; series mostly up to about 57 µM; % is scaled to controls: 0 for no effect and ±100 for the full control effect; nearly all actives have a fitted effect of over 65% in size
# WRN inhibitor – qHTS for Inhibitors of WRN Helicase; Bifunctional 3'-5' exonuclease/ATP-dependent helicase WRN (Homo sapiens), Q14191; WRN helicase unwinding, fluorescent forked duplex, kinetic; Potency, µM (top dose mostly 114 µM), inactives show at the top dose activity change, negative = inhibition, most hits filed as inhibitors; 360,000 tested, 0.46% active; AID 651768, 2012; also: potency is read from the fitted curve at half-maximal effect; % is scaled to controls: 0 for no effect and ±100 for the full control effect; nearly all actives have a fitted effect of over 55% in size
#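 Primary qHTS, 1536-well format. 20 nM WRN + compound, 15 min RT; start with 100 nM forked fluorophore/quencher duplex, 2 mM ATP (final); kinetic read ex 525/em 598 nm.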
# Abeta rescue – qHTS for compounds that reverse cellular toxicity of Amyloid beta (A-beta) peptide in yeast: Primary Screen; Potency, µM (titrated, usually from 46.1 µM), without a hit: at the top dose growth rescue, hits mostly activators; yeast expressing A-beta42, growth rescue, OD600, 48 h; response scale: 0% DMSO, 100% iron-clioquinol control; 410,000 tested, 0.063% active; also: potency is read from the fitted curve at half-maximal effect; nearly all actives have a fitted effect of over 55% in size
#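 Yeast growth medium received pinned compounds, then yeast cells expressing toxic A-beta were added; plates incubated at 30 C for 48 hr. Growth read as absorbance at 600 nm, normalized to DMSO and equimolar FeCl3 plus clioquinol controls.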
# IL2 activator – qHTS of IL-2 Activators. IL-2 activation reporter assay, cell-based qHTS; stimulated with anti-CD3/CD4/CD28 beads; in transgenic mouse T cells. 360,000 tested, 0.065% active. activation, % (series mostly up to about 46 µM); in the data active = activation above about 50%; inconclusive = mostly about 30% to 49%; also: 0% is about no effect
#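 First, unstimulated transgenic mouse T cells were exposed to compound for 60 min. Next, anti-CD3/anti-CD4-coated beads with anti-CD28 were added. Finally, after 18 h at 37 degrees C, EGFP and DsRed were imaged.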
# EPAC1 antag – qHTS for Antagonist of cAMP-regulated guanine nucleotide exchange factor 3 (EPAC1): primary screen. AID 720709, 2013. EPAC1 GEF assay, Rap1b-BODIPY-GDP exchange fluorescence. Potency, µM (doses to about 115 µM), without a hit: at the top dose activity change, negative = inhibition, usual class: inhibitors. 360,000 tested, 0.14% active;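 also: potency is read from the fitted curve at half-maximal effect; plate controls were vehicle for no effect and positive control for full effect; nearly all actives have a fitted effect of over 50% in size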
# PI5P4K alpha inh – qHTS for Inhibitors of phosphatidylinositol 5-phosphate 4-kinase (PI5P4K); Phosphatidylinositol 5-phosphate 4-kinase type-2 alpha (Homo sapiens), P48426; PI5P4Kalpha enzyme, ADP-Glo luminescence, 60 min; active compounds read low; max response, %; 330,000 tested, 1.2% active; AID 652105, 2013; active = max response of -50% or lower; inconclusive = between -30% and -50%; inactive = -30% or higher; also: value at the top dose of about 77 µM; % is scaled to controls: 0 for no effect and ±100 for the full control effect
#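 ADP-Glo luminescence end-point read after a 60 min room-temperature kinase reaction of PI5P4Kalpha plus substrate, initiated with ATP at 5 microM final. Buffer: 0.038 M HEPES pH 7.4, EGTA, 0.1% CHAPS, 5% DMSO.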
# FUS suppressor – qHTS for Suppressors of FUS Proteinopathy: Primary screen using FUS-linked yeast assay; S. cerevisiae FUS-expressing, growth rescue, OD600, 24 h; 390,000 tested, 0.24% active; Potency, µM (titrated, usually from 76.6 µM), for the others: at the highest dose growth rescue (activation), actives largely listed as activators;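 also: potency is read from the fitted curve at half-maximal effect; plate controls were DMSO vehicle for no effect and reference control for full effect; nearly all actives have a fitted effect of over 55% in size; some results filed as inactive show a strong effect at the top dose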
#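 Absorbance at 600 nm, taken 24hr after compound addition, measured rescue of FUS-yeast growth at 30C. Induction used 2% galactose with seeding at OD 0.005. Controls: CP55940 from 92uM final, DMSO only.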
# Numbers without * were called inactive; ? = inconclusive; . = not tested or not shown; [ ] = another dose, or the depositor's remark. Unless noted, calls follow the shape of the dose curve; as a rule, active = well fitted curve in the direction sought with a large enough effect; inconclusive = small, poorly fitted or top-dose-only effect, or another doubt; inactive = no such curve, though single readings can be large; an effect the other way counts as inactive or inconclusive.
SMILES,EPAC1 agonist,PLK1 PBD inh,WRN inhibitor,Abeta rescue,IL2 activator,EPAC1 antag,PI5P4K alpha inh,FUS suppressor
Cc1ccc(S(=O)(=O)NCC2CCC(C(=O)NCCCN3CCC(C)CC3)CC2)cc1 (stereo unspecified),-8%,1%,6%,11%,-1.9,-5%,-2,-8%
CCCCN(C)CCC(=O)Nc1ccc(F)c(F)c1,12%,-5%,-3%,17%,0.5,11%,7,.
O=C(NNC(=O)c1ccc2c(c1)OCO2)NC12CC3CC(CC(C3)C1)C2,0%,-3%,-27%[57.1 µM],1%,-0.6,-4%,3,15%
CC(=O)Nc1ccc(OCC(=O)NCc2ccc(C)cc2)cc1,2%,-7%,1%,7%,-0.1,0%,1,-24%
COc1cc(/C=N/NC(=O)c2ccoc2C)cc(OC)c1OC,5%,-5%,-5%,11%,-0.9,13%,.,17%
O=C(c1ccc2snnc2c1)N1CCCCC1,4%,-3%,-6%,5%,-0.6,1%,5,-28%
Cc1ccc(CN2CCN(Cc3ccccc3-c3ccco3)CC2CCO)o1 (stereo unspecified),-6%,-18%,1%,-3%,-2.0,13%,1,29%
CC1=C/C(=N\S(=O)(=O)c2ccccc2)C(C(C)C)=CC1=O,2%,-27%,0%,1%,0.6,?,-24,28%
CN(C)S(=O)(=O)c1ccc(N2CCCC2)c(C(=O)Nc2ccccc2N2CCOCC2)c1,7%,-6%,5%,-14%,-0.4,-8%,-19,11%
Cc1ccc(C2=NS(=O)(=O)N(C)C(C(=O)Nc3ccc(F)cc3F)=C2)cc1,9%,-4%,-5%,0%,-1.3,-24%,1,-29%
CCN(C(=O)CSc1nnc(NC2CCCCC2)s1)C1CCS(=O)(=O)C1 (stereo unspecified),7%,-5%,-1%,-2%,-0.4,3%,.,20%
CCOC(=O)C(NS(=O)(=O)c1ccccc1)(C(F)(F)F)P(=O)(OC(C)C)OC(C)C (stereo unspecified),0%,-17%,-24%,9%,0.5,-7%,0,4%
CC(C)c1nnc(NC(=O)CCS(=O)(=O)c2ccccc2)s1,-5%,-10%,-5%,-6%,-1.9,-5%,1,-12%
COc1ccc(NC(=O)c2cccnc2N2CCCCC2)cc1,-1%,-1%,-5%,-7%,0.1,-8%,1,-11%
S=c1[nH]nc(CCc2ccccc2)n1-c1ccccc1,-12%,2%,3%,5%,0.5,4%,-9,.
CC(=O)N1CCC(N(CCN2CCOCC2)C(=O)Nc2ccc(Cl)c(Cl)c2)CC1,4%,-3%,0%,3%,-0.6,-6%,-6,-21%
CSCCC(NC(=O)c1ccco1)C(=O)Nc1ccc(C)cn1 (stereo unspecified),4%,-4%,2%,-2%,0.2,-3%,6,-8%
CCCCC(=NCCc1c(C)[nH]c2ccccc12)C1=C(O)CC(c2ccccc2)CC1=O (stereo unspecified),4%,-3%,-6%[57.1 µM],11%,-1.9,-29%,10,40%
CC(=O)Nc1ccc(S(=O)(=O)N2CCN(Cc3cccc([N+](=O)[O-])c3)CC2)cc1,6%,?,?,-3%,0.6,-8%,-18,22%
CC1(C(=O)NS(=O)(=O)c2ccc3c(c2)CCO3)CCN1C(=O)Cc1ccc(-c2ccccc2)cc1 (stereo unspecified),8%,0%,-2%,-5%,0.0,-11%,-4,?
O=C(CCC1CCCC1)Nc1cccn(Cc2ccccc2Br)c1=O,5%,-22%,-13%,-13%,-3.4,-4%,11,21%
CCOC(=O)C1=C(c2ccccc2)N=C2SCC(=O)N2C1c1ccc(OCC)c(OCC)c1 (stereo unspecified),12%,-11%,6%,4%,1.5,-8%,-2,10%
CC(C)CCn1c(N2CCCC2)nc2c1c(=O)[nH]c(=O)n2C,-12%,-2%,2%,-14%,0.4,5%,-10,-35%
COc1ccccc1CN(C)C(=O)CN1C(=O)c2ccccc2C1=O,4%,-6%,-21%,-6%,-6.1,-13%,2,-20%
COc1ccc2c(c1)C1CC(C)(NC(=O)C1C(=O)c1ccccc1)O2 (stereo unspecified),-1%,-4%,-5%,0%,-2.9,18%,2,11%
# The listing continues.
SMILES,EPAC1 agonist,PLK1 PBD inh,WRN inhibitor,Abeta rescue,IL2 activator,EPAC1 antag,PI5P4K alpha inh,FUS suppressor
COc1ccc(OC)c(/C=N/NC(=O)Cn2ccnc2C)c1,5%,2%,4%,-10%,-0.2,-4%,5,-24%
COc1ccc(/C=C/c2c([N+](=O)[O-])c(=O)n(C)c(=O)n2C)cc1OC,-6%,-3%,-13%,-10%,-0.2,18%,.,-1%
O=c1[nH]c(=O)n(C(c2ccccc2)c2ccccc2)cc1Br,-9%,-14%,-5%,16%,0.5,-13%,-9,7%
COc1ccc(CN2CCNC(=O)C2CC(=O)NC2CCCCCCC2)cc1C (stereo unspecified),-5%,-10%,-1%,11%,-1.5,1%,0,48%
CCOc1ncccc1C(=O)OCC(=O)Nc1nnc(-c2ccccc2)o1,4%,5%,-13%,?,-2.3,6%,-11,16%
O=C(c1cccs1)N1CCc2c([nH]c3ccccc23)C1c1ccc(Cl)cc1 (stereo unspecified),11%,-3%,-10%,-4%,0.7,-9%,-4,-10%
CNc1nc(OC)nc(N(C#N)CN2C(=O)c3ccccc3S2(=O)=O)n1,-6%,?,-3%[57.1 µM],-2%,-0.5,?,-12,-9%
CCOc1ccc(N2C(=O)CN(c3cccc4ccccc34)C2=S)cc1,-10%,-6%,10%,2%,-4.7,-6%,-1,-2%
CC[C@H](C)[C@H](NS(=O)(=O)c1ccc(C)cc1)C(=O)N1CCC(C(=O)N[C@H](C(=O)O)C(C)C)CC1,-1%,-7%,-14%,15%,-1.3,-5%,.,17%
Cc1ccc(NC(=O)COC(=O)c2ccc(OCc3c(C)noc3C)cc2)cc1S(=O)(=O)N1CCOCC1,8%,-4%,5%,3%,0.5,-8%,-1,-29%
COC(=O)[C@]1(Cc2ccccc2)N[C@H](CN(C)C(C)=O)[C@@H]2C(=O)N(Cc3ccccc3)C(=O)[C@@H]21,-10%,-5%,-6%,-25%,0.9,0%,-7,0%
O=C(CSc1nnc(C2CCCCC2)o1)N1CCCCC1,1%,-5%,-7%,-4%,-1.7,15%,0,?
CNC(=O)NC(=O)C(C)OC(=O)c1c(C)noc1C (stereo unspecified),6%,-6%,3%,-6%,-0.1,-4%,2,17%
COc1cccc(-c2cc3nc(NCCCN(C)C)n(C)c(=O)c3s2)c1,-2%,-6%,-4%,-16%,0.3,-8%,9,5%
CC(C)C[C@H]1CN(CCCC[C@H]2CNC(=O)C(=O)N2CCc2ccccc2)C(=O)C(=O)N1CCc1ccc(O)cc1,-3%,-6%,2%,-7%,-0.8,-17%,-1,11%
O=C(NCc1ccc2c(c1)OCO2)Nc1ccc([N+](=O)[O-])cc1,-10%,-5%,-1%,4%,-2.6,-2%,3,39%
Cc1cccc(CCNS(=O)(=O)c2ccc3c(c2)CCN3C(=O)CCC(=O)O)c1,-6%,0%,4%,6%,-1.0,8%,0,2%
COc1cc(Cc2nc3ccc(S(=O)(=O)N4CCOCC4)cc3[nH]2)cc(OC)c1OC,2%,-2%,-3%,1%,0.3,6%,5,10%
COC(=O)c1ccc2c(=O)n(NC(=O)C(c3ccccc3)c3ccccc3)c(=S)[nH]c2c1,6%,-8%,-7%,-15%,-1.4,11%,.,42%
N#CCC(=O)Nc1ccc(C(=O)OCC(=O)NC2CCCCCC2)cc1,-9%,3%,4%,-5%,-0.7,10%,-13,-1%
Cc1ccc(-c2noc(COC(=O)c3ccco3)n2)cc1,2%,6%,0%,4%,-0.1,-19%,1,.
O=C(O)CSc1c(O)c2ccccc2[nH]c1=O,-6%,21µM*,4%,-14%,0.4,2%,?,-10%
O=C(OCc1c(-c2ccccc2)ncc2ccccc12)c1ccco1,-7%,-7%,-9%,0%,-0.2,-6%,-3,-19%
CC(=O)c1ccc(-c2cnc3c(NC=O)cc(-c4ccc(S(C)(=O)=O)cc4)cn23)cc1,7%,-2%,-19%,3%,-0.6,9%,?,40%
CCOc1ccccc1NC(=O)C1CCCN(S(=O)(=O)c2ccc3c(c2)C(C)(C)C(=O)N3C)C1 (stereo unspecified),6%,1%,-4%,4%,-3.0,-4%,-13,43%
# (next part)
SMILES,EPAC1 agonist,PLK1 PBD inh,WRN inhibitor,Abeta rescue,IL2 activator,EPAC1 antag,PI5P4K alpha inh,FUS suppressor
Cc1ccc(-c2nc3ccc(Br)cn3c2Cc2ccccc2C(F)(F)F)cc1,-7%,-29%,-12%,-23%,-0.7,-27%,-2,30%
CN(C)CCCNc1ccc(-c2cc(Nc3cccc(Cl)c3)ncn2)cn1,-13%,-18%,-20%,0%,-2.7,4%,-28,-4%
CCCCN(C)C(=O)c1coc(=O)c2ccccc12,5%,-8%,5%,0%,1.1,0%,2,9%
CN(C)c1nc(Cl)nc2c1nc(Cl)n2C1CCCCO1 (stereo unspecified),-5%,-3%,1%,-6%,-2.8,-1%,14,.
CCN(CC)S(=O)(=O)c1ccc(C(=O)NCc2n[nH]c(=S)n2Cc2ccccc2)cc1,-12%,-3%,-10%,-3%,-1.7,5%,.,18%
Cc1ccc(S(=O)(=O)N2CCOCC2)cc1NC(=O)CNc1ccccc1N1CCCC1=O,1%,-4%,-8%,18%,-3.4,4%,11,-5%
O=C(Nc1nnc([C@H]2C[C@H](O)[C@@H](CO)O2)s1)Nc1ccccc1Oc1ccccc1,3%,-11%,8%[57.1 µM],-17%,0.2,2%,0,-9%
